# Screens (PubChem)
# CatB block = blocks human cathepsin B protease activity | inhibition, %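 (tested at 10 µM)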 | P07858 | purified cathepsin B, fluorogenic substrate, fluorescence | 63,000 tested, 0.1% active; in the data active means inhibition above about 21%;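 further: 0% = enzyme with no compound and 100% = no enzyme blank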
# CatB mixtures = inhibitors of human cathepsin B in compound mixtures | 62,000 tested, 0.06% active | Purified cathepsin B, AMC dipeptide fluorescence | inhibition, %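 (ten-compound pools at 5 µM per compound and 50 µM total)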 | AID 488; in the data active means inhibition above about 22%, passing the limit was not always enough;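 further: 0% = enzyme without compound and 100% = no enzyme blank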
# D1 allo mod = allosterically modulates the human D1 dopamine receptor. HEK293 D1, CRE-luciferase, dopamine EC30 potentiation; actives deviate in either direction. B-score at 10 µM. P21728. 58,000 tested, 5.9% active;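 active means luminescence count or its row- and column-corrected plate score outside the 99.7% band of the plate's sample wells, on either side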
# DUSP1 inh = inhibitors of human MKP-1 phosphatase. P28562. recombinant MKP-1, OMFP hydrolysis fluorescence. inhibition, %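 (compounds tested at a single concentration somewhere between 10 and 100 µM)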. 65,000 tested, 0.15% active. AID 374;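 active means inhibition above about 50%, limit read from the data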;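 further: 0% = DMSO max control wells and 100% = wells with enzyme stopped by NaOH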
# tolC growth inh = E. coli tolC mutant growth inhibition. 65,000 tested, 2.2% active. E. coli BW25113 tolC mutant growth, OD615. AID 573. growth inhibition, % at 10 µM (by protocol);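 active means growth inhibition at or above a cutoff equal to the mean over every tested compound plus 3 SD, cut at about 60% in these data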;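 further: growth measured after 20 h incubation at 37 °C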
#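 Doses: one dose of 10 µM final / Material: E. coli BW25113 ΔtolC::kan, tolC deletion mutant strain / Buffer or medium: LB with kanamycin 50 µg/mL / Evaluation: percent growth inhibition / Detection: optical density read at 615 nm / Incubation: 37 °C, 20 h exposure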
# Hsp90 inh = displaces geldanamycin probe from tumor Hsp90; 64,000 tested, 0.35% active; NCI-N417 lysate Hsp90, Cy3B-geldanamycin FP displacement; P07900; AID 429; inhibition, % at 30 µM;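 active means inhibition above 50%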;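 further: 0% = tracer plus lysate wells and 100% = tracer alone without lysate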
# Cdc25B block = human M-phase inducer phosphatase 2 inhibition | 65,000 tested, 0.1% active | inhibition, %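 (compounds tested at 10 µM final in the well)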 | recombinant Cdc25B, OMFP fluorescence Ex485/Em525 | P30305; in the data active means inhibition above about 50%
# Target sequence (P30305 whole entry, looked up): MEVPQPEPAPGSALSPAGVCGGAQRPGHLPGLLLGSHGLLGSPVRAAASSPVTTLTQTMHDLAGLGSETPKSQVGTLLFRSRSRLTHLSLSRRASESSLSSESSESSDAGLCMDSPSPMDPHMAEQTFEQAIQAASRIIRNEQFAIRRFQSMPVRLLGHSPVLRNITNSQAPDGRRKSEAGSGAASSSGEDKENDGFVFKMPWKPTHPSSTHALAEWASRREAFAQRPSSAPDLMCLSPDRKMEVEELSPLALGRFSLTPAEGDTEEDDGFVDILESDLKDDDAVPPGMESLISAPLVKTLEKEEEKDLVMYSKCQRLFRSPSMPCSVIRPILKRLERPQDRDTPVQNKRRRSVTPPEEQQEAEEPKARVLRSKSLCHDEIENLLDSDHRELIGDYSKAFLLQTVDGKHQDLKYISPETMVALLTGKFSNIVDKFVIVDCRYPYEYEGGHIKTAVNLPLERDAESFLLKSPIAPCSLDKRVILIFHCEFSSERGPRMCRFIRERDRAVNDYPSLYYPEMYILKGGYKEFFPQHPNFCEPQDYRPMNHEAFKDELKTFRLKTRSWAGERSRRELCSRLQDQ
# E coli RNAP = inhibitors of Escherichia coli RNA polymerase; P0A8V2; E. coli RNA polymerase, fluorescence transcription assay; inhibition, %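 (tested at 10 µM)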; 62,000 tested, 0.2% active; AID 559; in the data active means inhibition above about 20%;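 further: 0% = enzyme without compound and 100% = no enzyme blank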
# AP complement = orthogonal test for alternative complement pathway inhibitors; Human serum alternative complement pathway, LPS-coated ELISA, C3 deposition; tested in compound mixtures; inhibition, % at 5 µM; 62,000 tested, 0.08% active; AID 1235;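 active means inhibition above 30% in each of the two pooled mixtures holding the compound, so the lower value exceeds 30%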;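 further: 0% = serum in Mg-EGTA without compound and 100% = EDTA serum blank; some compounds past the cut are filed as inactive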
#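 Assay system: Human serum alternative complement pathway, C3 deposition on LPS-coated wells | Incubation: 1 h serum-compound exposure at 37 °C | Doses: 5 µM per compound in ten-compound mixtures | Read-out: Percent inhibition | Technique: ELISA with HRP anti-human C3 antibody, TMB substrate, absorbance 450 nm | Replication: Two pool placements per compound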
# * = called active by the depositor; . = no result given; & = joins results of further samples.
# Field names: A = CatB block; B = CatB mixtures; C = D1 allo mod; D = DUSP1 inh; E = tolC growth inh; F = Hsp90 inh; G = Cdc25B block; H = E coli RNAP; I = AP complement
1) COc1cccc(-n2c(SCC(N)=O)nnc2-c2ccncc2)c1
  A: 4 | B: -5 | C: -0.046 | D: 5 | E: -17 | F: 0 | G: -9 | H: -1 | I: 30

2) Cc1ccc(-c2nnc3c4ccccc4c(C)nn23)cc1NC(=O)CN1CCOCC1
  A: -1 | B: 8 | C: 0.25 | D: -29 | E: -25 | F: -5 | G: -14 | H: 4 | I: 14

3) CCc1cc2c(NCCN3CCCCC3)ncnc2s1
  A: 0 | B: -8 | C: . | D: -3 | E: -17 | F: -3 | G: 1 | H: -3 | I: 9

4) Nc1nonc1-n1nncc1-c1ccccc1
  A: -4 | B: 1 | C: 5.9* | D: 13 | E: 2 | F: . | G: -14 | H: 3 | I: 4

5) CCOc1ccc(N2C(=O)CSC2c2ccncc2)cc1 (stereo not drawn)
  A: 4 | B: 0 | C: 0.4 | D: 15 | E: -5 | F: -1 | G: -3 | H: -4 | I: 8

6) O=C(CCN1CCc2ccccc2C1)Nc1ccc(F)cc1
  A: -1 | B: -2 | C: 0.93 | D: -4 | E: -7 | F: -17 | G: -7 | H: -1 | I: 7

7) COc1ccc(-c2noc(CCC(=O)N3CCN(Cc4ccccc4)CC3)n2)cc1
  A: 7 | B: 3 | C: . | D: 31 | E: 23 | F: 0 | G: -20 | H: 8 | I: 5

8) COCCCNC(=O)CC(NS(=O)(=O)c1ccc(Cl)cc1)c1ccco1 (stereo not drawn)
  A: 2 | B: 3 | C: -0.58 | D: 3 | E: -2 | F: -3 | G: 1 | H: 11 | I: -7

9) CN1C(C(=O)Nc2ccccn2)=C(O)c2ccccc2S1(=O)=O
  A: 1 | B: 2 | C: 0.26 | D: -21&-12 | E: 3&-5 | F: 8&0&1 | G: -2&-5 | H: 2&5 | I: 5

10) Cn1c(=N)n(CC(O)c2cccc3ccccc23)c2ccccc21 (stereo not drawn)
  A: 1 | B: -2 | C: -1 | D: -6 | E: 15 | F: -5 | G: -12 | H: 2 | I: -8

11) CC(=O)OCc1cc2cc(C)ccc2[nH]c1=O
  A: 2 | B: 3 | C: -0.012 | D: -14 | E: -9 | F: -14 | G: 8 | H: 9 | I: -7

12) O=C(CN(Cc1ccccc1F)C(=O)c1ccco1)NCc1ccc(F)cc1
  A: 5 | B: -3 | C: 0.31 | D: -3 | E: 2 | F: 5 | G: -7 | H: -2 | I: -21

13) CCc1cc(=O)oc2cc(OC(C)C(=O)O)c(Cl)cc12 (stereo not drawn)
  A: 0 | B: 1 | C: -4.2* | D: -10 | E: -16 | F: 0 | G: -4 | H: 8 | I: -6

14) CCSc1oc(-c2ccco2)nc1S(=O)(=O)c1ccccc1
  A: 3 | B: 6 | C: 3* | D: -19 | E: 39 | F: -7 | G: . | H: 11 | I: -10

15) CCOc1ccccc1N(CC(=O)N1CCOCC1)S(=O)(=O)c1ccc(SC)cc1
  A: -1 | B: 4 | C: 1.9 | D: 8 | E: 1 | F: -5 | G: -8 | H: 13 | I: 12

16: C=CCn1c(CC#N)nnc1N1CCOCC1
17: O=C(CN1CCOCC1)N1CCN(S(=O)(=O)c2ccccc2)C1c1ccccc1 (stereo not drawn)
18: C=CCSc1nc2c(c(=O)n(C)c(=O)n2C)n1CC
19: O=C1CCCC2=C1C(c1cccs1)n1nc(SCc3ccccc3F)nc1N2 (stereo not drawn)
20: CCS(=O)(=O)N1CCC(C(=O)NCCc2ccc(OC)c(OC)c2)CC1
21: OC(CCN1CCOCC1)(c1ccc(Cl)cc1)C1CCCCC1 (stereo not drawn)

Assay by compound	16	17	18	19	20	21
CatB block	3	-2	1	4	0	6
CatB mixtures	-5	3	2	6	-5	2
D1 allo mod	-0.61	.	-0.46	-0.09	0.34	0.035
DUSP1 inh	-6	6	3	4	12	0
tolC growth inh	-16	-17	-2	28	-7	21
Hsp90 inh	-2	-5	-3	-2	2	-5
Cdc25B block	-13	9	3	-17	-8	10
E coli RNAP	4	0	-3	-1	3	2
AP complement	8	4	11	-6	-4	-17

# Some of these compounds in order of formula weight, lowest first:
11: CC(=O)OCc1cc2cc(C)ccc2[nH]c1=O
16: C=CCn1c(CC#N)nnc1N1CCOCC1
18: C=CCSc1nc2c(c(=O)n(C)c(=O)n2C)n1CC
13: CCc1cc(=O)oc2cc(OC(C)C(=O)O)c(Cl)cc12 (stereo not drawn)
6: O=C(CCN1CCc2ccccc2C1)Nc1ccc(F)cc1
10: Cn1c(=N)n(CC(O)c2cccc3ccccc23)c2ccccc21 (stereo not drawn)
9: CN1C(C(=O)Nc2ccccn2)=C(O)c2ccccc2S1(=O)=O
14: CCSc1oc(-c2ccco2)nc1S(=O)(=O)c1ccccc1

Assay by compound	11	16	18	13	6	10	9	14
CatB block	2	3	1	0	-1	1	1	3
CatB mixtures	3	-5	2	1	-2	-2	2	6
D1 allo mod	-0.012	-0.61	-0.46	-4.2*	0.93	-1	0.26	3*
DUSP1 inh	-14	-6	3	-10	-4	-6	-21&-12	-19
tolC growth inh	-9	-16	-2	-16	-7	15	3&-5	39
Hsp90 inh	-14	-2	-3	0	-17	-5	8&0&1	-7
Cdc25B block	8	-13	3	-4	-7	-12	-2&-5	.
E coli RNAP	9	4	-3	8	-1	2	2&5	11
AP complement	-7	8	11	-6	7	-8	5	-10

20: CCS(=O)(=O)N1CCC(C(=O)NCCc2ccc(OC)c(OC)c2)CC1
8: COCCCNC(=O)CC(NS(=O)(=O)c1ccc(Cl)cc1)c1ccco1 (stereo not drawn)
19: O=C1CCCC2=C1C(c1cccs1)n1nc(SCc3ccccc3F)nc1N2 (stereo not drawn)
17: O=C(CN1CCOCC1)N1CCN(S(=O)(=O)c2ccccc2)C1c1ccccc1 (stereo not drawn)
15: CCOc1ccccc1N(CC(=O)N1CCOCC1)S(=O)(=O)c1ccc(SC)cc1

Assay by compound	20	8	19	17	15
CatB block	0	2	4	-2	-1
CatB mixtures	-5	3	6	3	4
D1 allo mod	0.34	-0.58	-0.09	.	1.9
DUSP1 inh	12	3	4	6	8
tolC growth inh	-7	-2	28	-17	1
Hsp90 inh	2	-3	-2	-5	-5
Cdc25B block	-8	1	-17	9	-8
E coli RNAP	3	11	-1	0	13
AP complement	-4	-7	-6	4	12

# Further structures:
22: CCn1nnnc1SCC(=O)N(C1CCCCC1)C1CCCCC1
23: CCCc1nc2n[nH]c(N)c2c2c1CCC2
24: COCC(=O)Nc1c(C(=O)Nc2ccccc2OC)oc2ccccc12
25: COc1ccc(CNc2nc(NCc3ccc(OC)cc3)n(S(C)(=O)=O)n2)cc1
26: CCCCCC(=O)Nc1ccc2oc(-c3ccncc3)nc2c1
27: CC(=O)NCCc1nc2ccccc2[nH]1
28: O=C(Cn1cnc2c(nnn2Cc2ccccc2F)c1=O)N1CCN(c2ccccc2)CC1
29: COCCNC(=O)CN1c2ccccc2CC1C (stereo not drawn)

Assay by compound	22	23	24	25	26	27	28	29
CatB block	2	7	-2	0	-2	-1	.	1
CatB mixtures	4	1	-2	5	7	-7	.	3
D1 allo mod	-0.05	4.8	0.066	4.7*	-0.035	-1.2	0.58	0.082
DUSP1 inh	10	1	-6	7	12	2	10	21
tolC growth inh	16	4	-9	5	10	-11	18	-7
Hsp90 inh	-2	.	-1	0	2	1	-5	-3
Cdc25B block	-16	-16	2	-10	6	-9	-11	-10
E coli RNAP	14	9	-3	2	2	-4	.	12
AP complement	11	0	8	7	13	1	.	14

# 3 compounds out of the list, arranged by molar mass, low to high.
6: O=C(CCN1CCc2ccccc2C1)Nc1ccc(F)cc1
14: CCSc1oc(-c2ccco2)nc1S(=O)(=O)c1ccccc1
2: Cc1ccc(-c2nnc3c4ccccc4c(C)nn23)cc1NC(=O)CN1CCOCC1

Assay by compound	6	14	2
CatB block	-1	3	-1
CatB mixtures	-2	6	8
D1 allo mod	0.93	3*	0.25
DUSP1 inh	-4	-19	-29
tolC growth inh	-7	39	-25
Hsp90 inh	-17	-7	-5
Cdc25B block	-7	.	-14
E coli RNAP	-1	11	4
AP complement	7	-10	14
